# DT40 TDP1 CPT: DT40-hTDP1 cell growth loss with CPT; AID 686979; Potency, µM (highest dose often 46.2 µM), inactives show at the highest dose activity change, negative = growth inhibition, actives largely listed as inhibitors; 420,000 compounds, 12% hits; chicken DT40 Tdp1-/-;hTDP1 cells + 20 nM CPT, ATP luminescence, 48 h; note: nearly all actives have a fitted effect of over 55% in size
#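 Chicken DT40 Tdp1-/- cells complemented with human TDP1, 400 cells/well, exposed to compounds plus 20 nM camptothecin for at least 48 h at 37 C; viability read as ATP content by CellTiter-Glo luminescence.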
# GCN5L2 inh: blocks human GCN5L2 histone acetyltransferase; 390,000 compounds, 0.21% hits; Q92830; GCN5L2 HAT assay, ThioGlo1 CoA-SH fluorescence; Potency, µM (top dose mostly 58.9 µM), for inactives: at the highest dose activity change, negative = inhibition, actives largely listed as inhibitors
# Target sequence (Q92830 whole entry, looked up): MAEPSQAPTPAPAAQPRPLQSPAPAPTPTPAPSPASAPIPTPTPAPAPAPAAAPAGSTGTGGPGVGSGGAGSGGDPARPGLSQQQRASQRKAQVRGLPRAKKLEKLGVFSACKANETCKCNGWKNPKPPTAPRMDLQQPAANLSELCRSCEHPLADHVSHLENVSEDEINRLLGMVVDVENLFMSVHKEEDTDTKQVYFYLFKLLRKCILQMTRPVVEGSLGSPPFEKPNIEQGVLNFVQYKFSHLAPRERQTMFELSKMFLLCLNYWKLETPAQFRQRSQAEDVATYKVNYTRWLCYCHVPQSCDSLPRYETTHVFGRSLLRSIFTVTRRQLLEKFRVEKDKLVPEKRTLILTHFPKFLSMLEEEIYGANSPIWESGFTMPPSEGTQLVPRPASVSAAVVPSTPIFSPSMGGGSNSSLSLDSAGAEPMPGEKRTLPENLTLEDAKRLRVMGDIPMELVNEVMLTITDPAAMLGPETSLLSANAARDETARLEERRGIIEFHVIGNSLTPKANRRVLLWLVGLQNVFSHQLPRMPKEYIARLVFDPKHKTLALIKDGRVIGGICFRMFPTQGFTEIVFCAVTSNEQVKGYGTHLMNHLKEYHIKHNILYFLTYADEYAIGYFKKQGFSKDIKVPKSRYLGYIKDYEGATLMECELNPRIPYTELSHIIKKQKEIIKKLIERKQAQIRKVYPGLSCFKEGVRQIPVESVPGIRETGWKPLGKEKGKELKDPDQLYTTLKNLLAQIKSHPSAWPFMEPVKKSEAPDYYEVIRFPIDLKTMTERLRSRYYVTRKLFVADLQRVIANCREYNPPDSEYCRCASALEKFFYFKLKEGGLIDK
#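 Enzyme at 20nM final was mixed with library compounds for 15 min at room temperature. Peptide H3(1-25) at 75uM, acetyl-CoA at 70uM and ThioGlo1 at 50uM were then added. Plates were read immediately and after 20 min (Ex340nm/Em540nm).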
# TDP1 cell noCPT: qHTS for Inhibitors of human tyrosyl-DNA phosphodiesterase 1 (TDP1): qHTS in cells in absence of CPT; 420,000 compounds, 15% hits; AID 686978, 2013; DT40 Tdp1-/- hTDP1 cells, no CPT, ATP luminescence, 48 h; Potency, µM (titrated, usually from 46.2 µM), inactives show top-dose activity change, negative = growth inhibition, usual class: inhibitors; note: nearly all actives have a fitted effect of over 55% in size
#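 Compound effects on proliferation are scored in DT40 Tdp1-/-;hTDP1 cells in the absence of CPT. ATP levels (CellTiter-Glo luminescence) are recorded after a ≥48 hr, 37 °C incubation.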
# Numbers without * were called inactive; ? = inconclusive; . = not tested or not shown; & = joins results of further samples; [ ] = another dose, or the depositor's remark. Calls come from the whole dose curve; as a rule, active = well fitted curve in the direction sought with a large enough effect; inconclusive = small, poorly fitted or top-dose-only effect, or another doubt; inactive = no such curve, though single readings can be large; an effect the other way counts as inactive or inconclusive. % is set by controls: 0 for no effect and ±100 for the full control effect; potency is the fitted concentration of half-maximal effect.
structure	DT40 TDP1 CPT	GCN5L2 inh	TDP1 cell noCPT
O=C(c1cnn2c(C(F)(F)F)cc(-c3cccs3)nc12)N1CCOCC1	?	0%	?
CCOC(=O)c1c(C)[nH]c(C)c1S(=O)(=O)NCc1cc(C)ccc1C	-16%	-3%	16%
COc1ccc(NC(=S)NN2CCN(C)CC2)cc1	-15%	-4%	1%
COc1ccc(-c2cn3c(n2)sc2cc(C(=O)Nc4ccc(C)c(Cl)c4)ccc23)cc1	-2%	-8%	5%
COc1ccc(C(c2sc3nc(C)nn3c2O)N2CCc3ccccc3C2)cc1 (stereo not given)	-20%	-12%	-22%
CC1(C(=O)Nc2ccccc2)Cc2c(-c3cccc(C(F)(F)F)c3)ccnc2O1 (stereo not given)	?	.	?
CCOC(=O)N1CCN(C(=O)COC(=O)C2CCN(S(=O)(=O)c3c(Cl)cccc3Cl)CC2)CC1	-2%	1%	-1%
Cc1ccc(N(C)C(=O)c2cc(S(=O)(=O)N3CCCCC3)c[nH]2)cc1	?	-5%	-26%
CC(=O)Nc1ccc(S(=O)(=O)N2CCN(S(=O)(=O)c3ccc(F)c(F)c3F)CC2)cc1	-9%	-9%	0%
Cc1ccc(S(=O)(=O)N2CCN(C(=O)Cc3ccc(S(=O)(=O)N4CCOCC4)s3)CC2)cc1	-19%	-17%	-19%
O=C(c1ccccc1)N1CCN(S(=O)(=O)c2ccc(Cl)c(C(F)(F)F)c2)CC1	?	-10%	-18%
COc1cccc(OC)c1C(=O)Nc1ccc(-c2nc3ncccc3o2)cc1	-20%	8%	?
O=S(=O)(Cc1ccccc1Cl)NCCc1ccc(F)cc1	-13%	-7%	-14%
CC(C)(C)NC(=O)c1ccc2c(c1)C1C3CCC(C3)C1C(c1ccccc1)N2 (stereo not given)	13µM*	-12%	12µM*
O=C(Cn1nnnc1CN1CCOCC1)N1CCC(c2cccc(Cl)c2)C1 (stereo not given)	1%	-3%	-5%

# Additional structures follow:
structure	DT40 TDP1 CPT	GCN5L2 inh	TDP1 cell noCPT
C[C@@H]1CN([C@H](C)CO)C(=O)CCCn2nncc2CO[C@@H]1CN(C)C(=O)Nc1ccc(N2CCN(C)CC2)cc1	-24%	.	?
O=C(NNc1ccccc1C(F)(F)F)c1sccc1Br	-5%	-3%	-7%
Cc1cccc(C)c1NC(=O)CN(C)C(=O)c1ccccc1Sc1ccccc1C#N	?	2%	?
N#Cc1c(-c2ccco2)ccn(Cc2ccc(F)cc2)c1=O	-16%	-4%	-26%
COc1ccc(/C=C2\SC(=S)N(N3CCOCC3)C2=O)c(OC)c1	-24%	-5%	16µM*
CCc1ccc(NC(=O)CC2C(=O)N(c3cccc(C)c3)C(=O)N2Cc2cccc(OC)c2)cc1 (stereo not given)	?	-8%	?
CN(C)C(=O)c1ccc(N/C=C(\C=O)c2nc3ccccc3o2)cc1	-4%	-7%	30%[activator]
Cn1c(N2CCN(C(=O)Nc3ccc(F)cc3)CC2)nc2ccccc21	-2%	0%	-17%
CCCc1nc2ccccc2c(=O)n1NC(=O)c1c(O)c2cccc3c2n(c1=O)CCC3	?	-3%	16µM*
CCc1nnc(N2C(=N)SCC2=O)s1	8%	1%	?
O=C(NN(C(=O)C1CC1)c1nc2ccccc2s1)C1CC1	-15%	-9%	-1%
O=C(CN1C(=O)S/C(=C/c2cccnc2)C1=O)N1CCOCC1	-25%	-5%	-27%
COc1ccc(N2CCN(C(=O)C(=O)c3c(C)n(C)c4ccccc34)CC2)cc1	14%	-12%	-5%
COc1ncccc1-c1nnn(-c2ccc(F)cc2)n1	-28%	0%	-9%
CCOC(=O)c1c(NC(=O)c2ccc(F)cc2)sc2c1CCC(CC)C2 (stereo not given)	-4%	-2%	-21%

# Full records, looked up by structure:
# Cc1cccc(C)c1NC(=O)CN(C)C(=O)c1ccccc1Sc1ccccc1C#N as listed: DT40 TDP1 CPT: ?; GCN5L2 inh: 2%; TDP1 cell noCPT: ?
# COc1cccc(OC)c1C(=O)Nc1ccc(-c2nc3ncccc3o2)cc1 as listed: DT40 TDP1 CPT: -20%; GCN5L2 inh: 8%; TDP1 cell noCPT: ?

# A run of entries from the list above, for reference:
structure	DT40 TDP1 CPT	GCN5L2 inh	TDP1 cell noCPT
O=C(NN(C(=O)C1CC1)c1nc2ccccc2s1)C1CC1	-15%	-9%	-1%
O=C(CN1C(=O)S/C(=C/c2cccnc2)C1=O)N1CCOCC1	-25%	-5%	-27%
COc1ccc(N2CCN(C(=O)C(=O)c3c(C)n(C)c4ccccc34)CC2)cc1	14%	-12%	-5%
COc1ncccc1-c1nnn(-c2ccc(F)cc2)n1	-28%	0%	-9%
CCOC(=O)c1c(NC(=O)c2ccc(F)cc2)sc2c1CCC(CC)C2 (stereo not given)	-4%	-2%	-21%

# Next section.
structure	DT40 TDP1 CPT	GCN5L2 inh	TDP1 cell noCPT
CCOc1cc(C(C(=O)NCC2CCCO2)N(C(=O)Cn2nnc3ccccc32)c2ccccc2C)ccc1O (stereo not given)	-6%	1%	6%
CCOC(=O)C1CCN(C(=O)COc2cc(C)c(Br)cc2C)CC1	?	-5%	?
CC1(C(=O)NCC(F)(F)F)CCN1C(=O)Cc1ccc(-c2ccccc2)cc1 (stereo not given)	15µM*	.	?
c1cncc(CNc2ccnc(-c3ccc4c(c3)OCO4)n2)c1	8.2µM*	-11%	?
COc1cc2c(cc1OC)C(C(=O)N1CCCCC1)C(c1ccccc1F)N(C)C2=O (stereo not given)	6%	-1%	-3%
CC(=O)c1ccc(S(=O)(=O)N2CCN(C(=O)CSc3ccc(C)c(C)c3)CC2)cc1	?	-2%	?
CC1CCCC(NC(=O)c2ccc3snnc3c2)C1C (stereo not given)	?	-3%	?
CCC(C)NC(=O)c1ccccc1NC(=O)C(C)N(c1ccccc1)S(C)(=O)=O (stereo not given)	-13%	0%	-12%
CC(C)Nc1nc(NC(C)C)nc(Oc2ccc(OCc3ccccc3)nn2)n1	?	-13%	?
O=C(CN1CCN(Cc2ccccc2Cl)C1=O)NCc1ccco1	4%	2%	-7%
O=C(NC1CCOC1=O)OCc1ccccc1 (stereo not given)	-14%	.	?
CCCCN(CCCC)c1ncnc2nc[nH]c12	?	-1%	?
CC1(C)Cc2nc(Cl)c(C#N)cc2CO1	?	0%	-21%
CCCN1CC(CSC)C[C@H]2c3cccc4[nH]cc(c34)C[C@H]21 (stereo not given in full)	-11%	-1%	-10%
Cc1ccc(Cn2nc(C)c(NC(=O)c3noc4c3CCCCC4)c2C)cc1	-30%	0%	?

# The list goes on.
structure	DT40 TDP1 CPT	GCN5L2 inh	TDP1 cell noCPT
O=C(CCS(=O)(=O)c1ccccc1)Nc1ccc2c(c1)OCO2	13%	-6%	-1%
CC(C)C(C(=O)NC(C)(C)C)N1C(=O)c2ccccc2C1=O (stereo not given)	22%	-7%	-8%
O=C(Nc1ccc2c(c1)CCC2)C1CCCN(c2ncccn2)C1 (stereo not given)	-16%	-3%	?
C=C(c1ccccc1)c1ccc(N(C)C)cc1	-22%	-6%	-37%
O=C(O)C1C2CCC(O2)C1C(=O)Nc1ccc(OC(F)F)cc1 (stereo not given)	-7%	-9%	2%
CC(NC(=O)c1cc(-c2cccs2)on1)c1ccccc1 (stereo not given)	-21%	-26%	-17%
COC(=O)Cn1cnc2scc(-c3ccc(C)cc3)c2c1=O	15%	-1%	-2%
Cc1ccc(CC2C(=O)N(CC(=O)O)C(=O)C2C)cc1 (stereo not given)	6%	-2%	14%
O=C(CNC(=O)c1ccc(F)cc1)OCc1cc(=O)n2nc(C3CCCCC3)sc2n1	-2%	-6%	-1%
CCN(CC)Cc1cc(C(C)(C)C)cc(N2CCOCC2)c1O	-8%	.	-7%
CCc1ccccc1NC(=S)Nc1cc(OC)c(NC(=O)C(C)C)cc1OC	-5%	-3%	-18%
CC[C@@]12C(=O)N(c3cccc(Br)c3)C(=O)N1[C@H](c1ccc(Br)cc1)[C@@H]1C(=O)N(C(C)(C)C)C(=O)[C@@H]12	?	-17%	?
O=C(N/N=C/c1ccc(O)cc1O)NC12CC3CC(CC(C3)C1)C2	-1%	-1%	?
COc1ccc(CCNC(=O)Cn2c(C)c3cnn(-c4ccccc4)c(=O)c3c2C)cc1OC	-14%	-12%	-6%
COc1ccc(NC(=O)CSc2nc(-c3ccc(OC)cc3)[nH]c2-c2ccc(OC)cc2)cc1	?	-4%	?

# Further records
structure	DT40 TDP1 CPT	GCN5L2 inh	TDP1 cell noCPT
O=[N+]([O-])c1ccc2nc(NS(=O)(=O)c3ccccc3[N+](=O)[O-])sc2c1	-5%	-1%	-16%
O=C1CC(NC(=O)C(F)(F)F)c2cc3c(cc21)OCO3 (stereo not given)	6%	-10%	1%
COc1cccc(N2[C@@H](CC(=O)O)c3ccc(/C=C/C(=O)O)cc3S2(=O)=O)c1	-27%&6%	.	-27%&-22%
CC(=O)Nc1ccc(/C=C/c2ccc3c([N+](=O)[O-])cccc3n2)cc1	6%	-5%	2%
COc1ccc(CCNC(=O)c2cc(-c3ccc(C)cc3)nc3n[nH]c(-c4ccc(F)cc4)c23)cc1OC	-16%	-18%	-23%
Cc1ccccc1S(=O)(=O)N1CCN(c2nc(-c3cccs3)nc3ccccc23)CC1	?	.	?
CN(C)CCN(C)C1CN(Cc2ccc([N+](=O)[O-])cc2)S(=O)(=O)C1 (stereo not given)	-7%	.	-11%
CN(C)S(=O)(=O)c1ccc(NC(=O)CSc2nnnn2C)cc1	6%	-16%	13%
CCOC(=O)C1CCN(C(=O)C23CC4CC(CC(C4)C2)C3)CC1	?	-2%	?
CC1=C(C(=O)Nc2cccnc2)C(c2ccc(F)cc2)n2nc(-c3cccc(C)c3)nc2N1 (stereo not given)	?	-5%	?
Cc1ccccc1Cn1cc(NC(=O)CCCn2nc([N+](=O)[O-])cc2C)cn1	4%	3%	-3%
C/C(CC(=O)N(C(C)C)C(C)C)=N\NC(=O)COc1ccc(Br)cc1Br	8%	-3%	-22%
COC(=O)CCN(C(=O)c1cc([N+](=O)[O-])cc([N+](=O)[O-])c1)c1ccccn1	5%	-11%	-18%
O=C(O)c1ccccc1/C=N/N1CCN(C2c3ccccc3-c3ccccc32)CC1	-6%	-8%	-16%
O=C(CCCOc1ccc(Cl)cc1)N1CCCCC1	?	-14%	-28%

# Among those listed so far, four have bromine.
structure	DT40 TDP1 CPT	GCN5L2 inh	TDP1 cell noCPT
O=C(NNc1ccccc1C(F)(F)F)c1sccc1Br	-5%	-3%	-7%
CCOC(=O)C1CCN(C(=O)COc2cc(C)c(Br)cc2C)CC1	?	-5%	?
CC[C@@]12C(=O)N(c3cccc(Br)c3)C(=O)N1[C@H](c1ccc(Br)cc1)[C@@H]1C(=O)N(C(C)(C)C)C(=O)[C@@H]12	?	-17%	?
C/C(CC(=O)N(C(C)C)C(C)C)=N\NC(=O)COc1ccc(Br)cc1Br	8%	-3%	-22%

# Carrying on:
structure	DT40 TDP1 CPT	GCN5L2 inh	TDP1 cell noCPT
CC1(C)Cc2nc(N)c(=O)sc2C1	3%	-2%	10%
CCC1CCCCN1C(=O)COc1ccccc1NC(C)=O (stereo not given)	-1%	-3%	-22%
Cc1ccc(C2(C)NC(=O)N(CC(=O)N3CC(=O)Nc4ccccc43)C2=O)cc1 (stereo not given)	-19%	-3%	-4%
COc1ccc(CCNC(=O)CCc2nc3sc4c(c3c(=O)[nH]2)CCCC4)cc1	-29%	-18%	-3%
CC1(C(=O)NCCc2ccccc2)Cc2c(-c3ccccc3)ccnc2O1 (stereo not given)	21µM*	.	?
CCOC(=O)C1=C(CN2CCN(c3ccccc3)CC2)NC(=O)NC1c1ccc(C)cc1 (stereo not given)	26µM*	-3%	?
COc1ccc(CNC2CCCc3ccccc32)c(OC)c1 (stereo not given)	?	-2%	?
Cc1cc(C)n(C2=NS(=O)(=O)c3ccccc32)n1	?	-3%	?
CN(C)Cc1ccccc1-c1cncnc1NCc1cccnc1	?	?	?
CN(Cc1ccccc1)C(=O)c1ccc2nc([C@H]3C[C@H](O)[C@@H](CO)O3)[nH]c2c1	5%	.	0%
Cc1ccc(Nc2nc(Cl)nc(NC(C)(C)C)n2)cc1	?	-10%	23µM*
Cc1ccccc1C(=O)NC(C(N)=O)P(=O)(OC(C)C)OC(C)C (stereo not given)	0%	3%	0%

# Screens deposited in PubChem BioAssay by National Center for Advancing Translational Sciences (NCATS).
